Screening data (PubChem)
NSD2 inh = inhibitors of human histone methyltransferase NSD2. inhibition, % at 12.5 µM. 0.54% of 310,000 active. O96028. NSD2 peptide methylation, AlphaScreen, 120 min. AID 743445; in the data active = inhibition above about 50%
SR-BI uptake up = enhances SR-BI lipid uptake from DiI-HDL; CHO ldlA[mSR-BI] cells, DiI-HDL uptake fluorescence, 3 h; 100 = double the neutral-control signal; activation, % at 12.5 µM; 0.096% of 320,000 active; AID 504775;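 active = mean replicate activation of at least 60% and every replicate at or above 60%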;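 also: 0% = median plate neutral-control signal and 100% = twice that signal; values of inactives mirror those of a sister screen read the other way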
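Test system: SR-BI-overexpressing, LDLR-lacking CHO cells; Medium: Ham's F12 with 0.5% BSA, HEPES 25 mM, pH 7.4; Schedule: 3 h, 37 °C; Technique: bottom-read fluorescence, 550/595 nm.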
RTF Ca sens inh = cardiac RTF calcium desensitization | inhibition, % at 7.15 µM | P19429+P45379 | 0.12% of 340,000 active | IANBD-labeled cardiac RTF, Ca2+ fluorescence | AID 493244;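 active = inhibition above the mean inhibition of all tested compounds plus 3 SD, cut at about 17% in these data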;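 also: assay run at fixed EC70 calcium of 1.6 mM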
PvdQ inh = P. aeruginosa PvdQ acylase inhibition; purified PvdQ acylase, fluorescence plate reader; 0.063% of 340,000 active; inhibition, % at 10 µM; in the data active = inhibition above about 30%, passing the limit was not always enough;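 also: 0% = vehicle neutral wells and 100% = reference inhibitor wells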
Keap1 Nrf2 FP = disrupts human Keap1 binding to Nrf2 peptide. 0.15% of 340,000 active. inhibition, % at 9.4 µM. AID 504523. Keap1 Kelch-Nrf2 peptide fluorescence polarization, 1536-well; in the data active = inhibition above about 12%;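 also: human Keap1 Kelch domain with fluorescein labeled Nrf2 9mer peptide probe; 0% = neutral control wells and 100% = peptide positive control; higher means more block of Keap1 binding to Nrf2 peptide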
LANA DNA inh = KSHV C-LANA DNA binding inhibition | inhibition, % at 9 µM | AID 504423 | MBP-C-LANA/FAM-LBS DNA binding, fluorescence polarization | 0.078% of 340,000 active;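 active = highest replicate inhibition at or above 60% at 9 µM, even if other replicates fall short; inactive = all replicates below 60% inhibition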;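 also: 0% = neutral control wells and 100% = 4 µM acridine orange control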
SR-BI DiI inh = blocks mouse SR-BI lipid uptake from DiI-HDL | Q61009 | ldlA[mSR-BI] CHO cells, DiI-HDL uptake fluorescence, 3 h | inhibition, % at 12.5 µM | 0.96% of 320,000 active | AID 488896;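 active = mean replicate inhibition of at least 70% and a set share of replicates each scoring 70 or more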;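 also: 0% = median of neutral control wells and 100% = median of positive control wells; values of inactives mirror those of a sister screen read the other way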
Target sequence (Q61009 whole entry, looked up): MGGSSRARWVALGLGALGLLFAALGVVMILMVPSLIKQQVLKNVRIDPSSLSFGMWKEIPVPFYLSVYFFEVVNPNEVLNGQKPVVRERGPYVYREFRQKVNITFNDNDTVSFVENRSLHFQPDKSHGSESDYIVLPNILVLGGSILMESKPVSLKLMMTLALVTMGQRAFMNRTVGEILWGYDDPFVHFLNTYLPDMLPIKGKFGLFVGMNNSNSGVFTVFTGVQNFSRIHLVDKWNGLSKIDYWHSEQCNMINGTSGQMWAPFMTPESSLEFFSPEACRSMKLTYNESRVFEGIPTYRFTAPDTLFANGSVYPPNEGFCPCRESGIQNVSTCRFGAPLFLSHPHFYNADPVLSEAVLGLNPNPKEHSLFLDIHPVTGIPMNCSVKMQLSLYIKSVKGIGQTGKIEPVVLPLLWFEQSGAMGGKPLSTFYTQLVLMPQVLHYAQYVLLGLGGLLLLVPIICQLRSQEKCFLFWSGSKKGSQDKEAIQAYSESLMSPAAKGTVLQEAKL
Arrestin-AP2 inh = inhibitors of human beta-arrestin and AP2 interaction | 0.31% of 340,000 active | FITC-arrestin peptide / GST-AP2 beads, flow cytometry; AP2 beta2 appendage carries R879A mutation | inhibition, % at 10 µM;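 active = inhibition above a set limit, near 3 SD of compounds lacking own fluorescence, cut at about 54% in these data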;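 also: plate controls were DMSO wells for no effect and 5 µM unlabelled arrestin peptide for full effect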
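test system = AP2 appendage R879A on GSH beads | buffer or medium = PBS plus Tween 20 (0.05%) and BSA (0.1%) | incubation = 12 min plus 1 h, RT | detection = bead flow cytometry, FITC channel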
DAGLB inhibitor = blocks human DAGLB lipase activity | HEK293T DAGLB membrane lysate, EnzChek fluorogenic substrate | inhibition, % at 5.17 µM | 0.059% of 340,000 active | AID 504411; in the data active = inhibition above about 34%;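 also: 0% = enzyme with vehicle and 100% = wells lacking enzyme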
PKA-R2B act = activates the human PKA-R2B holoenzyme complex | P22694+P31323 | PKA-R2B holoenzyme dissociation, Cy5-IP20 fluorescence polarization; R2B truncated from residue 108, S112A mutant; 0% DMSO only, 100% 113 µM cGMP | activation, % at 11.4 µM | 0.079% of 340,000 active;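 active = activation above a cutoff set at the mean over all compounds plus 3 SD, cut at about 18% in these data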;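 also: higher means more holoenzyme dissociation and a rise in polarization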
Target sequence (P31323 whole entry, looked up, other chains not shown, the tested form may be a part): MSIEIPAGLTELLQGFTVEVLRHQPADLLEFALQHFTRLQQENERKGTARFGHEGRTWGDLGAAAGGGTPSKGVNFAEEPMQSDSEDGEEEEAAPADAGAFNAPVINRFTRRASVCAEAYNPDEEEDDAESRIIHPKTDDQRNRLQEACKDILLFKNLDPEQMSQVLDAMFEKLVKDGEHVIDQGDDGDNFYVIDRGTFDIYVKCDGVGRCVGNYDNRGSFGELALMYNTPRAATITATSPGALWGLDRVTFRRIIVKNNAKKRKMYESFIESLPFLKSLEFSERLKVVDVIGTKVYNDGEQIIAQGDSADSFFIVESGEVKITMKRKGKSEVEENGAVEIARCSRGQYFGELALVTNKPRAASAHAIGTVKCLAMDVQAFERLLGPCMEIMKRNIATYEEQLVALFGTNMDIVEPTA
Numbers without * were called inactive; . = no result given.

SMILES,SR-BI uptake up,LANA DNA inh,SR-BI DiI inh,Keap1 Nrf2 FP,Arrestin-AP2 inh,RTF Ca sens inh,PKA-R2B act,NSD2 inh,PvdQ inh,DAGLB inhibitor
O=C(CN1C(=O)C2CCCCC2C1=O)OCn1nnc2ccccc2c1=O (centres undefined),26,-1.5,-26,0,9,2,3,1,7,-1
O=C(COC(=O)/C=C/c1ccc(S(=O)(=O)N2CCc3ccccc32)cc1)NC1CCS(=O)(=O)C1 (centres undefined),2,1.3,-2,0,1,2,2,-1,6,-5
O/N=C/c1ccccc1Oc1ccccc1,1,0.5,-1,-2,-11,2,16,1,-14,-3
O=C1CN(O)C=C2N=c3ccccc3=C2N1c1ccc([N+](=O)[O-])cc1,2,-0.2,5,1,5,3,1,-1,-11,2
S=c1[nH]nc(-c2cccnc2)o1,17,-1.1,-17,-4,-2,-6,-2,-3,-6,3
CCOc1ccc(NC(=O)NCCCSC2CCCCC2)cc1,-8,0.0,8,-5,-3,-2,-5,1,-11,-9
COc1ccccc1OCCCCCCN1CCOCC1,-8,-0.6,8,3,29,-9,-9,-2,3,0
c1csc(-c2nc(-c3ccc(-c4ccon4)s3)no2)c1,-1,6.2,1,-2,-2,-11,-9,-5,-11,-8
NC(=O)c1ccsc1NC(=O)COC(=O)C1CC2CCCC(C1)C2=O (centres undefined),.,2.1,.,1,0,-15,4,1,-2,-1
COc1ccccc1NC(=O)C(CC(C)C)NC(=O)C1CCCCC1 (centres undefined),-49,0.9,49,2,-5,-3,-5,3,-12,1
O=C(COC(=O)c1ccccc1O)Nc1cc([N+](=O)[O-])ccc1Cl,.,0.4,.,-3,-13,-12,2,0,-6,3
Nc1cc(=O)[nH]c(SCc2cccc(Cl)c2)n1,-3,-1.0,3,-2,-2,-2,-12,-1,-6,1
CCOc1ccc(S(=O)(=O)NC(=O)c2ccccc2)cc1,28,-3.4,-28,2,53,1,-10,-4,10,0
COc1cc(/C=N/NC(=O)CNC(=O)c2ccncc2)ccc1OC(C)=O,9,6.4,-9,-1,27,-1,0,-1,3,2
COc1ccc(NC2CCCN(C(=O)CCN3CCCC3=O)C2)cc1OC (centres undefined),-8,1.6,8,1,6,-5,-3,27,-2,-2
CCOC(=O)CN1C(=O)N[C@@H](c2ccccc2)[C@@H](C(=O)OC)[C@H]1C,1,-0.8,-1,1,6,-5,-12,.,1,2
CC(=O)Nc1cc2c(cc1Cl)-c1ccc(F)cc1C2O (centres undefined),-27,-2.3,27,-5,8,-11,-2,-7,-12,3
O=C(NC1CC1)C1CCN(C2CCN(C(=O)c3ccc4cccc(F)c4n3)CC2)CC1,13,0.2,-13,-8,-1,5,4,7,-12,0
COC(=O)C1=C(C)N(CC2CCCO2)C(=O)C1 (centres undefined),7,6.9,-7,2,41,-9,-2,1,4,-2
Cc1ncc(CO)c(/C=N/N=C/c2ccccc2O)c1O,-29,-0.7,29,4,32,1,5,0,6,-4
Cc1ccnc(NC(=O)Cn2ccc([N+](=O)[O-])n2)c1,14,-1.6,-14,-10,-6,-7,4,-3,-13,1
O=C(NCC1CCCO1)c1ccc2c(=O)n(Cc3ccc(Cl)cc3)c(=S)[nH]c2c1 (centres undefined),-4,0.3,4,-2,13,-7,2,-3,-9,0
CCCCN1C(=O)Nc2ccccc2S1=O (centres undefined),14,1.5,-14,2,-4,4,7,1,10,-3
COc1ccc(-c2cc(-c3ccccc3)nc3ncnn23)cc1,-33,0.2,33,1,-4,-4,-5,.,-15,-3
O=C1Nc2cc(Cl)ccc2Nc2cscc21,7,0.1,-7,-2,2,-4,9,.,-14,1
CC(CNS(=O)(=O)c1ccccc1)(c1ccccc1)N1CCOCC1 (centres undefined),21,1.3,-21,-2,-7,4,2,-2,-16,-1
CCNC(=O)CN(c1ccc(C)cc1)S(=O)(=O)c1ccc(SC)cc1,11,-0.2,-11,-4,-4,-3,-8,3,8,4
Cc1ccc(C)c(S(=O)(=O)N2CCC3(CC2)OCCN3S(=O)(=O)c2cccs2)c1,6,0.3,-6,-1,4,-5,6,0,-10,-3
CC(OC(=O)CN1C(=O)c2ccccc2C1=O)C(=O)NCc1ccccc1 (centres undefined),-2,0.2,2,3,3,-5,-2,0,-10,2
O=C(Cc1ccc(F)cc1)N1CCN(c2ccc(F)cc2)CC1,.,3.0,.,-5,12,-7,-2,1,-14,1
O=C(NCc1ccco1)C(=S)N1CCCCC1,4,-0.2,-4,-3,8,1,-2,1,-14,-1
COc1cccc(C(=O)Nc2c3c(nn2-c2ccc([N+](=O)[O-])cc2)CS(=O)(=O)C3)c1,-1,0.5,1,3,9,-4,-6,7,-5,-1
O=C(O)c1ccc(Cl)c(S(=O)(=O)N2CCC(Cc3ccccc3)CC2)c1,.,2.7,.,1,-1,1,-6,0,-7,7
Clc1nc(-c2ccccc2)cc(-c2ccccc2)n1,-5,1.5,5,-2,-4,5,-8,-5,-14,-12
CCOC(=O)Cc1csc(NC(=O)Cc2ccccc2[N+](=O)[O-])n1,-1,-0.1,1,-1,-6,-6,-9,0,-18,1
Cn1nc(N)c2c(-c3ccc(Cl)cc3)c(C#N)c(N)nc21,-6,-1.0,6,1,0,-1,2,-2,-7,3
CC(C)n1cc(CN2CCCC(C(=O)Nc3cccc(-c4cc5ccccc5[nH]4)c3)C2)cn1 (centres undefined),-16,-0.7,16,-2,-1,2,-9,.,4,1
CC(C)NC(=O)Nc1n[nH]c(Nc2ccc(Cl)cc2)n1,1,1.5,-1,-2,-17,4,-13,0,-4,1
CCCCCCCN(C(=O)CCl)c1ccccc1C,3,0.2,-3,-1,2,0,-10,1,-8,-1
O=C1C(=Cc2ccco2)CCC1=Cc1ccco1,17,116*,-17,20*,37,29*,3,141*,7,-4
Cc1cccc(C)c1N=Cc1c(C(F)(F)F)[nH][nH]c1=O,14,1.9,-14,-5,-5,-11,0,0,-14,-1
CN1CCN(C2CC(=O)N(Cc3ccc(N4CCCC4=O)cc3)C2=O)CC1 (centres undefined),14,2.9,-14,-1,2,-4,-5,1,-3,3
Cc1c(NC(=O)CCC(=O)N2CCCCC2)c(=O)n(-c2ccccc2)n1C,8,-0.2,-8,3,-4,3,7,3,-9,2
C=CCn1c(SCc2nnc(-c3ccccc3)o2)nnc1C(O)c1ccccc1 (centres undefined),14,-1.7,-14,1,20,3,2,0,6,0
CC(C)c1cc(C(=O)Nc2cc(Br)ccc2O)no1,0,-0.9,0,-4,2,-17,8,-1,-9,-14
CCCCN(C(=O)C1CC(=O)N(c2ccc3c(c2)OCCO3)C1)c1c(N)n(CCC)c(=O)[nH]c1=O (centres undefined),-7,-1.1,7,-4,-20,3,-1,-2,-12,0
COc1cc(NS(=O)(=O)c2ccc(C)cc2C)cc(OC)c1OC,15,0.5,-15,0,-2,0,-1,-8,-17,-1
O=C(CCc1nc2ccccc2c(=O)[nH]1)NC1CCN(Cc2ccccc2)CC1,7,-1.1,-7,-3,4,-8,-2,0,-3,1
O=C(Cn1cnc2ccccc2c1=O)NCCC(=O)Nc1ccc(F)cc1,20,-1.2,-20,-2,0,-11,4,-4,-13,-1
CCOC(=O)N1CCC(N2CCN(Cc3ccc(F)c(F)c3)C(CCO)C2)CC1 (centres undefined),.,0.1,.,-7,-1,10,-13,-1,-2,1

(listing goes on)
SMILES,SR-BI uptake up,LANA DNA inh,SR-BI DiI inh,Keap1 Nrf2 FP,Arrestin-AP2 inh,RTF Ca sens inh,PKA-R2B act,NSD2 inh,PvdQ inh,DAGLB inhibitor
O=C(C1CCC(=O)N(C2CC2)C1)N1CCC(Oc2cccc(F)c2)CC1 (centres undefined),13,0.1,-13,-1,5,2,1,2,15,-2
O=C(Nc1cccc(-c2ccc(N3CCOCC3)nn2)c1)c1ccc([N+](=O)[O-])cc1,-63,1.2,63,-2,-13,-7,4,0,-15,2
CCOC(=O)C1(Cc2ccccc2)CCN(Cc2cnn(C(C)C)c2)CC1,15,-1.4,-15,2,-8,-9,-6,3,-10,-2
Cc1csc(C)[n+]1CC(=O)c1ccccc1,22,-3.4,-22,-3,36,-2,7,0,-11,-1
COc1cc(Cl)cc(C(c2c(C(=O)O)[nH]c3ccccc23)c2c(C(=O)O)[nH]c3ccccc23)c1O,.,-0.7,.,-3,13,5,2,9,-6,15
COc1cc(Cl)cc(/C=C/c2ccc3ccccc3n2)c1OC(C)=O,-80,-0.3,80*,-2,-16,-3,-12,-3,-11,-18
CS(=O)(=O)N(Cc1ccccc1)c1ccc(C(=O)NCCSc2ccccn2)cc1,-24,1.3,24,-5,8,-10,-13,2,-12,-1
CCOc1ccccc1NC(=O)Nc1ccc(Br)cc1C,-62,1.3,62,2,13,-3,4,-2,-1,-2
Cn1nc(C(=O)N2CCN(S(=O)(=O)/C=C/c3ccccc3)CC2)c2ccccc2c1=O,0,-0.5,0,-2,19,-15,-18,-1,16,-2
Cc1ccc(NC(=O)CNC(=O)COc2ccccc2)nc1,-1,-1.9,1,-5,6,-7,1,-1,-8,2
CCOc1ccccc1/C=N/NC(=O)CNC(=O)c1cccs1,-26,-1.8,26,-7,3,-3,-8,-4,-3,2
Cc1ccc(S(=O)(=O)NCCOc2cc(C)ccc2C)cc1,-12,1.1,12,-3,9,1,1,6,12,-12
O=C(CSc1nc(-c2ccc(F)cc2)nc2c1Cc1ccccc1O2)Nc1cccc(C(=O)O)c1,-11,-0.1,11,-3,11,-4,-2,-1,7,2
N#CC1(c2ccccc2)CCCN1C(=O)c1ccc(Br)cc1 (centres undefined),-10,1.1,10,-6,-3,2,-2,19,-12,-1
CCOC(=O)C(C)Sc1nnc(NC(=O)c2ccc(C)c([N+](=O)[O-])c2)s1 (centres undefined),-19,-0.5,19,-3,-10,9,1,14,-3,6
CCCn1[nH]cc(SC)c(=O)c1=O,26,0.1,-26,0,30,-2,3,-2,10,0
C/C(=N\NC(=O)CC1N=C(Cc2ccccc2)NNC1=O)c1ccccc1 (centres undefined),16,0.3,-16,-4,4,-4,-2,3,-7,2
COc1ccc(N2CCN(C3CCCN(Cc4ccc(F)cc4Cl)C3)CC2)cc1 (centres undefined),19,-1.9,-19,-4,10,-13,11,17,4,-5

Molecules from the list above that have a COOH group, in the order listed:
SMILES,SR-BI uptake up,LANA DNA inh,SR-BI DiI inh,Keap1 Nrf2 FP,Arrestin-AP2 inh,RTF Ca sens inh,PKA-R2B act,NSD2 inh,PvdQ inh,DAGLB inhibitor
O=C(O)c1ccc(Cl)c(S(=O)(=O)N2CCC(Cc3ccccc3)CC2)c1,.,2.7,.,1,-1,1,-6,0,-7,7
COc1cc(Cl)cc(C(c2c(C(=O)O)[nH]c3ccccc23)c2c(C(=O)O)[nH]c3ccccc23)c1O,.,-0.7,.,-3,13,5,2,9,-6,15
O=C(CSc1nc(-c2ccc(F)cc2)nc2c1Cc1ccccc1O2)Nc1cccc(C(=O)O)c1,-11,-0.1,11,-3,11,-4,-2,-1,7,2
